TrxR1 inh = inhibitors of rat thioredoxin reductase 1; O89049; actives 1% (n = 390,000); AID 588453; Potency, µM (doses to about 114 µM), inactives show at the highest dose activity change, negative = inhibition, hits mostly inhibitors; recombinant rTrxR1, NADPH fluorescence consumption, selenite substrate; further: on the % scale 0 is the no-effect control and ±100 the full control effect; nearly all actives have a fitted effect of over 65% in size
Target sequence (O89049 whole entry, looked up): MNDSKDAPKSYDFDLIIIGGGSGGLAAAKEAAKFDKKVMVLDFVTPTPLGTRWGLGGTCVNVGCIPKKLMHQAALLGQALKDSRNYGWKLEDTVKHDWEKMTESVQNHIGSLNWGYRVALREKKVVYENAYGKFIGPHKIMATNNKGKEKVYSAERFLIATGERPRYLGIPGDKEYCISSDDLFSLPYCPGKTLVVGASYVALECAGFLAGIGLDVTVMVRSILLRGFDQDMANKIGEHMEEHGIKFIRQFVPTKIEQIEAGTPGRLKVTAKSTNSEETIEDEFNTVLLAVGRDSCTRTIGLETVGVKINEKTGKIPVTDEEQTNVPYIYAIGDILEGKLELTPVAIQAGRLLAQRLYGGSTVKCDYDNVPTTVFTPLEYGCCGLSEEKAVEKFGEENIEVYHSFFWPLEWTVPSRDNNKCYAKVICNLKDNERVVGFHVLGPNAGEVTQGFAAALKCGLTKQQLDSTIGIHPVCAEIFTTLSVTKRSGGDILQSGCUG
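Rat TrxR1 (90 nM in the dispensed reagent) was pre-reduced with 400 uM NADPH for 5 min at room temperature, then incubated with compound for 15 min. After 400 uM selenite was added, NADPH fluorescence (Ex 340/Em 450 nm) was followed for 8 min.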
USP1-UAF1 inh = inhibitors of human USP1/UAF1 deubiquitinase. actives 0.23% (n = 390,000). O94782. AID 743255. recombinant USP1/UAF1, Ub-Rhodamine cleavage fluorescence. Potency, µM (top dose mostly 57.1 µM), for inactives: top-dose activity change, negative = inhibition, usual class: inhibitors; further: on the % scale 0 is the no-effect control and ±100 the full control effect; nearly all actives have a fitted effect of over 60% in size; inactives centre near -12
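In this screen, compounds sit with the deubiquitinase complex (1nM) for 15 min at room temperature before Ub-Rho is added at 150nM final. Fluorescence rise is then followed for 6 reads every 60 seconds.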
Vif-A3F inh = Vif-A3F binding inhibition | HeLa A3F-eYFP + Vif (tagged APOBEC3F with the HIV-1 protein that degrades it), YFP fluorescence increase | actives 0.2% (n = 390,000) | AID 602313 | Potency, µM (titrated, usually from 46.1 µM), for inactives: at the highest dose activity, negative = active; further: % of control where 0% means no effect; nearly all actives have a fitted effect of over 65% in size
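HeLa cells stably expressing Vif plus C-terminally eYFP-tagged A3F were seeded, incubated overnight at 37 deg C, dosed with compound, incubated overnight again at 37 deg C. Yellow fluorescence (Ex 488/Em 500-530) reported blocked Vif-mediated A3F-eYFP degradation.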
RGS4 inh = blocks human RGS4-accelerated GTP hydrolysis; Transcreener GDP fluorescence polarization, RGS4-accelerated GTP hydrolysis; Potency, µM (series often up to 114 µM), for the others: top-dose activity change, negative = inhibition, most hits filed as inhibitors; actives 0.039% (n = 390,000); AID 504845; further: on the % scale 0 is the no-effect control and ±100 the full control effect; nearly all actives have a fitted effect of over 75% in size; some results filed as inactive show a strong effect at the top dose
Target sequence (P49798 whole entry, looked up): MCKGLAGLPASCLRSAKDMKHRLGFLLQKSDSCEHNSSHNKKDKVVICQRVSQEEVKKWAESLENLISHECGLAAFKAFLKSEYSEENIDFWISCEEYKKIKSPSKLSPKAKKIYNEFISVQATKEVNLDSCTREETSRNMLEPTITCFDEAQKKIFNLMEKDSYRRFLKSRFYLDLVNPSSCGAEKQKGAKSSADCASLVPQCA
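MLSMR compounds (23 nl, pin-transferred) preincubated 10 min at room temperature with a 500nM (2x) first reagent, then RGS4 at 900nM (2x) plus Transcreener GDP mix added; fluorescence polarization (620/688 nm) read before and after 90 min at 30 °C.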
ALOX12 inh = ALOX12 (human) lipoxygenase inhibition; P18054; purified 12hLO, xylenol orange hydroperoxide absorbance; Potency, µM (highest dose often 108 µM), inactives show at the highest dose activity change, negative = inhibition, usual class: inhibitors; actives 1.1% (n = 580,000); AID 1671190; further: on the % scale 0 is the no-effect control and ±100 the full control effect
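Hydroperoxide product was detected by ferrous iron/xylenol orange as the 573 to 405 nm absorbance ratio. Arachidonic acid at 40 uM (final) was turned over for 30 min at room temperature by 150 nM human 12hLO, pH 7.0 Hepes buffer, after 15 min compound preincubation.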
RXFP1 ag = agonists of human relaxin receptor RXFP1 | Potency, µM (highest dose often 57.5 µM), for inactives: at the highest dose activation, hits mostly activators | actives 0.3% (n = 370,000) | HEK293T-RXFP1 cAMP TR-FRET, 30 min; response scale: percent of porcine relaxin response, buffer zero; further: on the % scale 0 is the no-effect control and ±100 the full control effect; nearly all actives have a fitted effect of over 60% in size; many of its hits are not listed in these tables
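cAMP rise read by TR-FRET after 30 min, 37C compound exposure (up to 58 uM) in RXFP1-transfected HEK293 cells with Ro 20174 present. EC50 from Hill-equation fits, with 29 nM porcine relaxin as 100% and buffer as basal.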
TrxR1 substrate = rat thioredoxin reductase 1 substrate activity | Potency, µM (doses to about 114 µM), inactives show top-dose activity change, negative = substrate turnover | AID 588456 | actives 0.01% (n = 390,000) | O89049 | purified TrxR1 substrate turnover, NADPH consumption readout; further: on the % scale 0 is the no-effect control and ±100 the full control effect; nearly all actives have a fitted effect of over 50% in size
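Rat TrxR1, dispensed at 90 nM, was prereduced with 400 uM NADPH (final) for 5 min at ~22 deg C, then incubated with compound 15 min before 400 uM selenite. A first-read NADPH fluorescence drop versus no-compound background flagged substrates.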
Vif-A3G inh = inhibitors of Vif-APOBEC3G interaction; Q9HC16; AID 602310; Potency, µM (top dose mostly 46.1 µM), for inactives: top-dose activity, negative = active, most hits filed as inhibitors; actives 0.076% (n = 410,000); HeLa A3G-eYFP + Vif (tagged APOBEC3G with the HIV-1 protein that degrades it), YFP fluorescence, overnight;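 further: on the % scale 0 is the no-effect control and ±100 the full control effect; nearly all actives have a fitted effect of over 60% in size; hits raise eYFP signal because A3G escapes Vif-driven loss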
Target sequence (Q9HC16 whole entry, looked up): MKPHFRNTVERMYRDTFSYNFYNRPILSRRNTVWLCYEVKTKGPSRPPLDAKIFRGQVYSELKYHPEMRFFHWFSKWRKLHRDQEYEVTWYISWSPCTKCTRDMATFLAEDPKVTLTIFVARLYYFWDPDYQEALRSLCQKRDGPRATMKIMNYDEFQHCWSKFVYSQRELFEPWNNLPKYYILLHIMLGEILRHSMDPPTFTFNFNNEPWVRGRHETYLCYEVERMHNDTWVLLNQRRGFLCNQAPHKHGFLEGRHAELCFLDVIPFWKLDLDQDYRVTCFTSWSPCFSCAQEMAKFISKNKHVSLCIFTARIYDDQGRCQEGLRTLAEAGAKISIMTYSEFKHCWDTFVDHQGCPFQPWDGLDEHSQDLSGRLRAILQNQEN
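HeLa cells stably expressing Vif and C-terminally eYFP-tagged A3G, seeded overnight at 37 deg C, then exposed to compound by pintool overnight at 37 deg C. Rise in yellow fluorescence (Ex 488/Em 500-530, Acumen) marks blocked Vif-driven A3G degradation.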
mIDH1 inhibitor = inhibitors of human mutant IDH1 R132H | IDH1-R132H enzyme, NADPH consumption, diaphorase/resazurin fluorescence | Potency, µM (titrated, usually from 76.6 µM), for inactives: top-dose activity change, negative = inhibition, hits mostly inhibitors | actives 0.093% (n = 390,000); further: on the % scale 0 is the no-effect control and ±100 the full control effect; nearly all actives have a fitted effect of over 65% in size
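IDH1-R132H (0.5 ug/mL dispensed) in pH 7.5 Tris buffer was preincubated 30 min with compound, then given a substrate mix of 0.016 mM NADPH and 2 mM alpha-KG for 80 min at room temperature; remaining NADPH was read by diaphorase/resazurin fluorescence.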
An asterisk follows results filed as active; ? = inconclusive; . = no result given; & = joins results of further samples; [ ] = dose if it differs, or a comment. The call rests on the fitted dose curve; in most records, active means well fitted curve in the direction sought with a large enough effect; inconclusive means small, poorly fitted or top-dose-only effect, or another doubt; inactive means no such curve, though single readings can be large; an effect the other way counts as inactive or inconclusive. Potency means the concentration at half of the fitted maximal effect. An excerpt; the hit share may differ from the screen's.

1	Cc1ccc(C)c(N2CCN(S(=O)(=O)c3ccc(-c4cnc(C5CC5)o4)cc3)CC2)c1
2	CC(C)(C)OC(=O)NCc1ccc(NC(=O)c2nc[nH]c2C(=O)NCCCCCCNC(=O)c2[nH]cnc2C(=O)Nc2ccc(CNC(=O)OC(C)(C)C)cc2)cc1
3	COc1cc(-c2nc(CN3CCCN(C(=O)c4ccco4)CC3)c(C)o2)ccc1F
4	Cc1cc(N2CCCCC2)nc(-c2ccc(Br)cc2)n1
5	CCC1CN(C(=O)Nc2ccccc2C(F)(F)F)c2ccccc2S1 (configuration not stated)
6	CCc1ccc(-n2nc(C)c3c(C)cc(=O)n(CC(=O)N(CC)Cc4ccccc4)c32)cc1
entry no.	1	2	3	4	5	6
TrxR1 inh	22%[57.1 µM]	21%[57.1 µM]	-48%	6%	23%	-5%[57.1 µM]
USP1-UAF1 inh	-16%	-15%	5%	-26%	-13%	-22%
Vif-A3F inh	-19%	1%	-1%	1%	7%	-6%
RGS4 inh	1%	-15%	-3%	1%	-25%	-29%
ALOX12 inh	-17%	1%	12%	-1%	?	0%
RXFP1 ag	2.0%	.	1.6%	4.1%	3.1%	0.2%
TrxR1 substrate	6%[57.1 µM]	11%[57.1 µM]	4%[57.1 µM]	1%	6%	-9%[57.1 µM]
Vif-A3G inh	?	-2%	3%	0%	0%	-4%
mIDH1 inhibitor	-5%	-23%	2%	0%	19%	6%

7	CCOC(=O)c1c(NC(=O)COC(=O)c2cc(OC)c(OC)cc2[N+](=O)[O-])sc(C)c1C
8	Cc1ccc(-c2noc(CSc3nnc(C)n3-c3ccc(C)cc3)n2)cc1
9	N#Cc1cc(Sc2ccccn2)c([N+](=O)[O-])cc1C#N
10	Cc1ccc(NC(=O)c2cccc3c2C(=O)N(C2CCCCC2)C3)c(Cl)c1
11	CC(Sc1nnc(-c2ccccc2F)n1C1CC1)C(=O)N1CCCC1 (configuration not stated)
12	O=C(Nc1ccc(C(F)(F)F)cc1)C1CC(=O)N(c2ccc3c(c2)OCCO3)C1 (configuration not stated)
entry no.	7	8	9	10	11	12
TrxR1 inh	-8%	1%	16%	18%	17%	-3%
USP1-UAF1 inh	-14%	3%	-21%	-26%	-9%	-20%
Vif-A3F inh	?	9%	13%	-10%	-23%	.
RGS4 inh	2%	12%	20%	4%	13%	17%
ALOX12 inh	-19%	?	?	.	-1%	-15%
RXFP1 ag	0.2%	-0.6%	-1.4%	1.2%	-0.3%	1.8%
TrxR1 substrate	2%	-6%	6%	0%	1%	-5%
Vif-A3G inh	3%	-2%	-6%	-8%	-2%	-4%
mIDH1 inhibitor	1%	10%	-2%	-7%	-15%	-1%

13	N#Cc1ccccc1OCC(=O)Nc1cccc(S(=O)(=O)N2CCCC2)c1
14	CCCN(CCC)C1=CC(=[N+]2CCCC2)CC(C)(C)C1
15	CCC(CC)C(=O)N1N=C(c2ccc(NS(C)(=O)=O)cc2)CC1c1ccccc1 (configuration not stated)
16	CCOC(=O)/C=C/C(=O)Nc1ccc(S(=O)(=O)Nc2cc(OC)nc(OC)n2)cc1
17	Cc1sc(NC(=O)CSc2nc(N)n(CC(=O)c3ccccc3)n2)c(C#N)c1C
18	Clc1ccc(-c2csc(N3CCN(c4ccccc4)CC3)n2)cc1
entry no.	13	14	15	16	17	18
TrxR1 inh	21%	-8%	?	.	-7%[57.1 µM]	25%[57.1 µM]
USP1-UAF1 inh	-9%	-14%	-31%	-27%	-14%	-5%
Vif-A3F inh	-28%	-23%	0%	-2%	2%	6%
RGS4 inh	-7%	-20%	-3%	.	-2%	1%
ALOX12 inh	20%	?	?	6%	8%	17%
RXFP1 ag	3.7%	0.3%	0.0%	.	3.4%	1.0%
TrxR1 substrate	2%	-13%	282%[activator]	.	-4%[57.1 µM]	7%[57.1 µM]
Vif-A3G inh	-1%	1%	-13%	-2%	0%	1%
mIDH1 inhibitor	8%	-1%	-6%	-7%	-7%	1%

19	Cc1ccc2cc3c(NC(=O)C4CCCO4)nn(CC(C)C)c3nc2c1 (configuration not stated)
20	Cc1c(O)ccc2c(CN3CCN(Cc4ccccc4)CC3)cc(=O)oc12
21	Cc1cc(C)n2cc(CSc3nnc(-c4ccccc4)o3)nc2n1
22	O=C(COC(=O)Cc1ccccc1[N+](=O)[O-])NC1CCCC1
23	CCC(=O)Nc1c(S(=O)(=O)c2ccccc2)c2nc3ccccc3nc2n1Cc1ccccc1
24	COc1ccc(NC(=O)CN(C)C(=O)CN2C(=O)C3CCCCC3C2=O)cc1 (configuration not stated)
entry no.	19	20	21	22	23	24
TrxR1 inh	-18%	-28%	15%	4%[57.1 µM]	-17%	-2%
USP1-UAF1 inh	-12%	-20%	3%	3%	-11%	-24%
Vif-A3F inh	5%	11%	-1%	3%	5%	-1%
RGS4 inh	-34%	6%	-6%	-9%	-30%	4%
ALOX12 inh	-21%	-10%&-15%	21%	0%	-8%	-12%
RXFP1 ag	-0.6%	3.5%	4.2%	0.6%	4.6%	-0.3%
TrxR1 substrate	30%	50%[activator]	20%	6%[57.1 µM]	141%[activator]	-7%
Vif-A3G inh	0%	1%	2%	-2%	-5%	-4%
mIDH1 inhibitor	6%	0%	-1%	1%	0%	7%

The last 3 compounds of the section above lead into the next.
22	O=C(COC(=O)Cc1ccccc1[N+](=O)[O-])NC1CCCC1
23	CCC(=O)Nc1c(S(=O)(=O)c2ccccc2)c2nc3ccccc3nc2n1Cc1ccccc1
24	COc1ccc(NC(=O)CN(C)C(=O)CN2C(=O)C3CCCCC3C2=O)cc1 (configuration not stated)
25	CS(=O)(=O)c1ccc2nc(NC(=O)c3cccs3)sc2c1
26	CCNC(=O)CC1SC(=Nc2cccc(Cl)c2C)N(C)C1=O (configuration not stated)
27	COc1c(O)c(O)c2oc(-c3ccccc3)cc(=O)c2c1OC
28	Cc1ccccc1NC(=O)Cn1cc(C(=O)C2CC2)c2ccccc21
29	CCCCn1c(N)c(N(CC(C)C)C(=O)c2ccc(N3C(=O)c4ccccc4C3=O)cc2)c(=O)[nH]c1=O
30	Cc1ccc2c(c1C)OC(=O)CC2(C)C
entry no.	22	23	24	25	26	27	28	29	30
TrxR1 inh	4%[57.1 µM]	-17%	-2%	-2%[57.1 µM]	10%	-4%	-15%	12%	-9%
USP1-UAF1 inh	3%	-11%	-24%	-16%	1%	3%	-16%	-2%	-5%
Vif-A3F inh	3%	5%	-1%	-4%	-9%	-2%	-11%	1%	-4%
RGS4 inh	-9%	-30%	4%	53%	6%	4%	-23%	-3%	19%
ALOX12 inh	0%	-8%	-12%	0%	0%	?	-10%	?	-11%
RXFP1 ag	0.6%	4.6%	-0.3%	1.6%	-1.9%	2.8%	14%	-1.2%	2.7%
TrxR1 substrate	6%[57.1 µM]	141%[activator]	-7%	0%[57.1 µM]	-2%	-2%	-7%	0%	24%
Vif-A3G inh	-2%	-5%	-4%	-4%	-6%	0%	-2%	-1%	2%
mIDH1 inhibitor	1%	0%	7%	1%	-2%	8%	3%	-11%	5%

31	C/C(=N\NC(=O)c1cc(-c2cccc([N+](=O)[O-])c2)n[nH]1)c1ccccc1O
32	Cc1cccnc1NC(=O)CCc1nnc2ccc(NCc3ccco3)nn12
33	COc1ccc(N2Cc3cccc(C(=O)NC(C)CCc4ccco4)c3C2=O)cc1 (configuration not stated)
34	CCc1ccc2c(c1)cc(CN(C(=S)Nc1cccc(C)c1)C1CC1)c1nnnn12
35	O=C(NCC1(c2ccccc2)CCCC1)c1cccc(Br)c1
36	Cc1cc(SCC(=O)Nc2ccccc2C)nc(C)n1
entry no.	31	32	33	34	35	36
TrxR1 inh	1%[57.1 µM]	?	-37%	21%	-10%	10%
USP1-UAF1 inh	-10%	-17%	-12%	-21%	-9%	-2%
Vif-A3F inh	-4%	-17%	0%	-21%	6%	1%
RGS4 inh	8%	-52%	?	12%	5%[11.4 µM]	6%
ALOX12 inh	-23%	23%	-6%	1%	8%	4%
RXFP1 ag	1.2%	-1.5%	0.4%	?	-0.1%	0.4%
TrxR1 substrate	-15%	4%	7%[57.1 µM]	8%	-9%	0%
Vif-A3G inh	?	0%	-1%	2%	0%	1%
mIDH1 inhibitor	4%	7%	19%	-2%	6%	-4%

37	Cc1ccn2c(=O)nc(SCC(=O)N3CCC(Cc4ccccc4)CC3)nc2c1
38	CC(=O)N1CCc2c(sc3c2c(=O)n(-c2ccccc2)c(=O)n3CC(=O)c2ccccc2)C1
39	O=C(CSc1nnnn1-c1ccc(Cl)cc1)N1CCNC1=O
40	COc1ccc(NC2CCCN(C(=O)c3cccs3)C2)cc1 (configuration not stated)
entry no.	37	38	39	40
TrxR1 inh	1%[57.1 µM]	11%	2%	18%
USP1-UAF1 inh	-6%	-22%	-4%	-23%
Vif-A3F inh	-13%	-1%	-10%	2%
RGS4 inh	-4%	20%	15%	13%
ALOX12 inh	-3%	-10%	-3%	7%
RXFP1 ag	3.4%	1.5%	.	-3.9%
TrxR1 substrate	-5%[57.1 µM]	-1%	3%	5%
Vif-A3G inh	-2%	-2%	-3%	0%
mIDH1 inhibitor	-7%	1%	7%	13%
